# Bioassay records from PubChem BioAssay.
# Tb hexokinase: blocks Trypanosoma brucei hexokinase 1 activity. inhibition, % at 10 µM. hit rate 0.11% among 220,000. recombinant TbHK1, G6PDH-coupled NADH A340. AID 1430;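 active = inhibition of 50% or more in the single-dose primary screen; inactive = inhibition below 50%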
# m-calpain inh: blocks pig calpain II enzyme activity; purified calpain II, fluorogenic peptide substrate, 30 min; inhibition, % at 16 µM; hit rate 0.37% among 220,000;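 active = inhibition above about 50%, limit read from the data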
# RBBP9 inh: inhibitors of human serine hydrolase RBBP9; inhibition, % at 7.94 µM; recombinant RBBP9, FP-Rh probe fluorescence polarization; hit rate 0.2% among 220,000; O75884;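 active = inhibition above the campaign mean of all tested compounds plus 3 SD, cut at about 14% in these data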;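 note: plate controls were DMSO wells with RBBP9 for no effect and wells lacking RBBP9 protein for full effect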
#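 Measured by – fluorescence polarization · Test system – RBBP9 protein · Input – 2.5 µM RBBP9 dispensing solution, before mixing · Measure – percent inhibition from mP, scaled between DMSO and no-protein wells · Benchmarks – DMSO-treated enzyme wells and wells lacking RBBP9 · Times – preincubation 30 min plus labeling 45 min at 25 °C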
# NCF1 inh: blocks human p47phox regulatory protein of NADPH oxidases; P14598; p47phox/p22phox peptide binding, fluorescence polarization, 2 h; inhibition, % at 24.7 µM; hit rate 0.53% among 220,000; AID 1274;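 active = inhibition above about 30%, limit read from the data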;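 note: 0% = p47phox with labelled peptide and 100% = labelled peptide alone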
# Target sequence (P14598 whole entry, looked up): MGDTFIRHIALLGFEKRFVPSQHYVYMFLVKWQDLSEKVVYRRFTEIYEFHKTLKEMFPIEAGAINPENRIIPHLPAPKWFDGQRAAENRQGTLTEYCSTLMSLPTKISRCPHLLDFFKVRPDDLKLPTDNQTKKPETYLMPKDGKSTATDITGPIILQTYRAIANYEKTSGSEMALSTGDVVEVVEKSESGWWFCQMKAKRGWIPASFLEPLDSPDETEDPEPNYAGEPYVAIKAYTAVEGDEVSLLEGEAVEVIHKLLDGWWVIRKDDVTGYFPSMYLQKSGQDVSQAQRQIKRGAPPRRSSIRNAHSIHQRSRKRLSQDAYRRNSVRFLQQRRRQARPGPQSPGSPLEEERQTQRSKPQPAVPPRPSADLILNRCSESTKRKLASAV
# Runt-CBFb FRET: inhibitors of human RUNX1 Runt domain binding to CBFb; Cerulean-Runt/Venus-CBFb FRET ratio 530/480, 1 h; inhibition, % at 20 µM; hit rate 0.46% among 220,000; AID 1496;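 active = inhibition over about 50% at 20 µM in the single-dose screen, limit read from the data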;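 note: 0% = DMSO wells and 100% = excess unlabeled CBFb competitor control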
# Target sequence (Q01196 whole entry, looked up, the tested form may be a part): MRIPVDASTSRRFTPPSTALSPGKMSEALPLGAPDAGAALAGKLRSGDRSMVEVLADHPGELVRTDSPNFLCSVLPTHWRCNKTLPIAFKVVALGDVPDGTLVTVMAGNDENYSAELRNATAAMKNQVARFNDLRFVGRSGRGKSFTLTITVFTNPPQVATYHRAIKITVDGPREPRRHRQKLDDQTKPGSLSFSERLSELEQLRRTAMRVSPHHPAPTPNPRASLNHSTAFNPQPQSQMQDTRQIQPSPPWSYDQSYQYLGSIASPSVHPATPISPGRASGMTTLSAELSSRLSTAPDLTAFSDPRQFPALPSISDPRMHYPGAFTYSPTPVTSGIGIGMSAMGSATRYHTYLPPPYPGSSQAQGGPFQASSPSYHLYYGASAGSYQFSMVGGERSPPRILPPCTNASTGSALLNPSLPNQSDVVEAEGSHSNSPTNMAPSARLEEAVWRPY
# Target sequence (Q13951 whole entry, looked up, the tested form may be a part): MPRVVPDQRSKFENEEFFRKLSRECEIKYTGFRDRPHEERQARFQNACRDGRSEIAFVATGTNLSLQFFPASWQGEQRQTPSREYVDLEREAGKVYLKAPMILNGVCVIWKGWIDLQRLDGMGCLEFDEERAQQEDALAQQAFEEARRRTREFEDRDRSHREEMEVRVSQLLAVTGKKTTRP
#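 test system = Cerulean-Runt domain fusion protein, energy donor | probe or stimulus = Venus-CBFb binding partner, 100 nM | incubation = two 1 h room-temperature incubations shielded from light | detection = fluorescence energy transfer, 422 nm excitation, 530/480 nm emission | measure = loss of energy transfer signal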
# p97 inhibitor: inhibitors of human p97 ATPase. recombinant p97 ATPase, Kinase-Glo ATP luminescence, 3 h. hit rate 0.42% among 220,000. P55072. inhibition, % at 8 µM; in the data active = inhibition above about 15%;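 note: 0% = DMSO vehicle and 100% = wells lacking enzyme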
# EBV gp42 block: blocks Epstein-Barr virus glycoprotein 42 binding | inhibition, % (tested at 21.74 µM) | hit rate 0.42% among 220,000 | Fluorescence polarization binding assay, mP read-out | Q1HVG2 | AID 1085; in the data active = inhibition above about 50%
# Furin inh: human furin inhibition; inhibition, % at 30 µM; hit rate 0.061% among 220,000; purified furin, fluorogenic substrate cleavage; AID 463115; P09958; in the data active = inhibition above about 25%; note: inactives centre near -15
# Runt-SMMHC FRET: Runt domain-CBFb-SMMHC interaction inhibition. inhibition, % at 20 µM. hit rate 0.74% among 220,000. Q01196+Q13951. Cerulean-Runt/Venus-CBFb-SMMHC FRET ratio 530/480, 1 h;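 active = mean inhibition across duplicate retests at 20 µM reaching about 50%, limit read from the data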;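 note: 0% = DMSO wells and 100% = wells with excess untagged CBFb-SMMHC; inhibitors lower the FRET ratio by blocking Runt binding to CBFb-SMMHC; some results filed as inactive read as strong as hits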
# Active calls of the source: *; · = no result given; [ ] = dose if it differs, or a comment.
nr	canonical_smiles	Tb hexokinase	m-calpain inh	RBBP9 inh	NCF1 inh	Runt-CBFb FRET
1	O=C(COC(=O)c1ccc(S(=O)(=O)N2CCCC2)cc1)NCc1cccs1	7	12	-7	1	1
2	Cc1nnc(NC(=O)CSc2nc3[nH]ncc3c(=O)[nH]2)s1	-3	-4	-8	-11	0
3	CCOC(=O)c1nn(-c2ccccc2)c2nnc(Cc3ccc(Cl)cc3)c(=O)n12	5	32	-2	3	-4
4	CC(OC(=O)CCc1nc2ccccc2c(=O)[nH]1)C(=O)c1ccc(C(C)(C)C)cc1 (centres undefined)	37	25	-7	-13	-7
5	CCOC(=O)Cc1ncccc1C(=O)Nc1ccc(Oc2ccccc2)cc1	-5	8	-3	-20	-16
6	CC1(C)CC(=O)C2=C(C1)NC(SCC(N)=O)=C(C#N)C21CCCCC1	-2	3	-1	-9	4
7	O=C1CC(c2ccco2)Cc2nc(N3CCc4ccccc4C3)ncc21 (centres undefined)	-3	-5	-9	-6	31
8	O=C(N/N=C\c1ccco1)c1cncc(Br)c1	-27	-9	7	5	5
9	COc1ccc2cc3c(N)nn(C(=O)Cc4c[nH]c5ccccc45)c3nc2c1	-32	-51	-5	-59	2
10	CCCn1c(=O)c2ccccc2n2c(SCCOc3ccccc3F)nnc12	-3	10	-9	3	-1
11	O=C(N/N=C/c1cccs1)c1ccc(-n2cccc2)cc1	-8	-11	-6	-8	-2
12	Cc1ccc(NC(=S)NCc2ccc3[nH]c4c(c3c2)CCCC4)cc1	5	-35	-2	-20	-12

nr	p97 inhibitor	EBV gp42 block	Furin inh	Runt-SMMHC FRET
1	-5	8	-11	3
2	1	-3	-26	3
3	-4	-9	-10	1
4	1	1	8	2
5	4	-1	-10	-37
6	6	-18	-3[20 µM]	5
7	0	-2	-4	21
8	1	8	-18	1
9	12	-7	-16	-5
10	1	7	-17[20 µM]	0
11	4	-3	-16	-3
12	6	-4	-18	-17

# Continued.
nr	canonical_smiles	Tb hexokinase	m-calpain inh	RBBP9 inh	NCF1 inh	Runt-CBFb FRET
13	CCSCCOC(=O)C1=C(C)N(C)C(=O)NC1c1cc(OC)ccc1OC (centres undefined)	-2	-12	6	-8	-1
14	COC(=O)C(CCSC)NS(=O)(=O)c1ccc(Cl)cc1 (centres undefined)	4	-8	5	-5	-1
15	COc1ccc(NC(=O)Nc2ccc(C(=O)N3CCOCC3)cc2)c(OC)c1	1	-22	0	-5	1
16	COc1ccc(NC(=O)CCSc2ccc(F)cc2)cc1	-5	7	4	·	-1
17	COc1ccc(CCN2C(=O)C(O)=C(C(=O)c3ccco3)C2c2cccs2)cc1OC (centres undefined)	-18	-46	-9	-4	1
18	COC(=O)c1oc(-c2ccccc2)nc1C	0	9	-5	-2	1
19	Cn1c(CSc2nc3ccccc3s2)nc2ccccc21	6	28	-2	5	0
20	Cc1ccc(/C=C/C(=O)Nc2cc(S(=O)(=O)N3CCCCCC3)ccc2OCC(F)(F)F)o1	10	13	-10	-16	5
21	CC(C)C(=O)Nc1ccc(C(=O)NN2C(=O)c3ccccc3C2=O)cc1	30	42	-2	-13	-1
22	Cc1csc2ncc(C(=O)NCc3ccccn3)c(=O)n12	-31	-108	-8	-13	-1
23	Cn1nc([N+](=O)[O-])c2c(-c3nc4ccccc4s3)c(N)n(C3CCCCC3)c2c1=O	-19	-118	-1	8	0
24	Cc1ccccc1C(=O)NCC(=O)O	-4	-6	-4	-6	1

nr	p97 inhibitor	EBV gp42 block	Furin inh	Runt-SMMHC FRET
13	1	-16	-1	-1
14	4	-12	-18	-1
15	2	-1	-28	3
16	-1	1	-25	3
17	5	10	-7	0
18	2	-13	-23	2
19	-3	13	-25	4
20	-6	6	-10	0
21	4	-5	-13	-1
22	-5	-26	-43	2
23	3	-11	-17[20 µM]	-1
24	4	-11	-18	3

# Reformatted bar-delimited: eleven of the compounds above
cpd | SMILES | Tb hexokinase | m-calpain inh | RBBP9 inh | NCF1 inh | Runt-CBFb FRET | p97 inhibitor | EBV gp42 block | Furin inh | Runt-SMMHC FRET
14 | COC(=O)C(CCSC)NS(=O)(=O)c1ccc(Cl)cc1 (centres undefined) | 4 | -8 | 5 | -5 | -1 | 4 | -12 | -18 | -1
15 | COc1ccc(NC(=O)Nc2ccc(C(=O)N3CCOCC3)cc2)c(OC)c1 | 1 | -22 | 0 | -5 | 1 | 2 | -1 | -28 | 3
16 | COc1ccc(NC(=O)CCSc2ccc(F)cc2)cc1 | -5 | 7 | 4 | · | -1 | -1 | 1 | -25 | 3
17 | COc1ccc(CCN2C(=O)C(O)=C(C(=O)c3ccco3)C2c2cccs2)cc1OC (centres undefined) | -18 | -46 | -9 | -4 | 1 | 5 | 10 | -7 | 0
18 | COC(=O)c1oc(-c2ccccc2)nc1C | 0 | 9 | -5 | -2 | 1 | 2 | -13 | -23 | 2
19 | Cn1c(CSc2nc3ccccc3s2)nc2ccccc21 | 6 | 28 | -2 | 5 | 0 | -3 | 13 | -25 | 4
20 | Cc1ccc(/C=C/C(=O)Nc2cc(S(=O)(=O)N3CCCCCC3)ccc2OCC(F)(F)F)o1 | 10 | 13 | -10 | -16 | 5 | -6 | 6 | -10 | 0
21 | CC(C)C(=O)Nc1ccc(C(=O)NN2C(=O)c3ccccc3C2=O)cc1 | 30 | 42 | -2 | -13 | -1 | 4 | -5 | -13 | -1
22 | Cc1csc2ncc(C(=O)NCc3ccccn3)c(=O)n12 | -31 | -108 | -8 | -13 | -1 | -5 | -26 | -43 | 2
23 | Cn1nc([N+](=O)[O-])c2c(-c3nc4ccccc4s3)c(N)n(C3CCCCC3)c2c1=O | -19 | -118 | -1 | 8 | 0 | 3 | -11 | -17[20 µM] | -1
24 | Cc1ccccc1C(=O)NCC(=O)O | -4 | -6 | -4 | -6 | 1 | 4 | -11 | -18 | 3

# (list continues)
nr	canonical_smiles	Tb hexokinase	m-calpain inh	RBBP9 inh	NCF1 inh	Runt-CBFb FRET
25	CCCC(=O)Nc1ccccc1N1CCN(C(=O)c2ccccc2)CC1	-2	16	-7	-7	-1
26	CCOC(=O)c1c(NC(=O)Nc2ccc(F)cc2)sc2c1CCN(C)C2	-11	-31	-6	-21	16
27	Cc1cnc(C(=O)OCC(=O)NCCc2ccccc2)cn1	5	-19	-6	-15	1
28	CC1(C)Cc2c(oc3ncn4ncnc4c23)CO1	-6	3	-5	-8	1
29	COC(=O)c1ccc2c(c1)SC1=C(CCCC1=O)N2	-9	9	1	-16	7
30	Cc1ccccc1C(=O)c1cccn1CC(=O)NCCCN1CCc2ccccc2C1	-3	-12	-5	-15	-2
31	CC(C)N(C(=O)COC(=O)[C@@H]1CC(O)CN1S(=O)(=O)c1ccc(C(C)(C)C)cc1)C(C)C (some centres undefined)	6	21	0	-1	-4
32	Cc1ccc(-c2n[nH]c(=S)n2/N=C/C=C\c2ccccc2[N+](=O)[O-])cc1	24	-46	3	-50	17
33	Cc1ccc(CCc2nnc(SCC(=O)Nc3cc(Cl)ccc3Cl)n2-c2ccccc2)o1	8	19	-9	-8	2
34	CC(C)CCNc1nnnc2c1sc1nc(N3CCOCC3)c3c(c12)CC(C)(C)SC3	-25	-17	-6	-4	-2
35	CCOc1cc(-c2nc(-c3ccc(C)nc3OC)no2)cc(OCC)c1OCC	-14	-22	5	-8	3
36	CCOC(=O)C1CCCN(C(=O)c2sc3nc(C)nc(N4CCOCC4)c3c2C)C1 (centres undefined)	1	14	0	0	-1

nr	p97 inhibitor	EBV gp42 block	Furin inh	Runt-SMMHC FRET
25	-7	-12	-14	1
26	-2	-5	-16	15
27	4	0	-19[20 µM]	1
28	-2	-12	-18	4
29	0	146*	-21[20 µM]	-6
30	-2	-7	-19	-8
31	-4	-7	-1	2
32	-1	14	-17[20 µM]	9
33	-3	-3	2	0
34	-3	-22	3[20 µM]	2
35	0	-6	-23[20 µM]	-7
36	2	-11	-12	-9

# Following part
nr	canonical_smiles	Tb hexokinase	m-calpain inh	RBBP9 inh	NCF1 inh	Runt-CBFb FRET
37	O=C1c2cnc3nc(SCc4ccccc4)nn3c2CC2c3ccccc3CCN12 (centres undefined)	2	-56	-4	2	7
38	Cc1ncsc1CCOC(=O)c1cccnc1	4	-19	-5	-18	-1
39	CCSc1nnc(NC(=O)NCC(F)(F)F)s1	1	6	-3	-1	2
40	Cc1ccc(Cl)cc1N1CCN(S(=O)(=O)c2ccc3[nH]c(=O)c(=O)[nH]c3c2)CC1	-2	-117	-5	-3	-4
41	COc1cnc(-c2ccccn2)nc1Sc1ccc(Cl)cc1	-1	20	6	-7	0
42	Cc1c(/C=C/C(=O)c2ccc(Cl)s2)cnn1C	-39	-64	0	-10	13
43	Cc1ccc(NC(=O)C2CCN(S(=O)(=O)c3cnc[nH]3)CC2)nc1	-1	2	-7	-11	1
44	COc1cc(OC)cc(C(=O)NCC(=O)OCC(=O)c2ccc3c(c2)-c2ccccc2C3)c1	-6	-109	-6	-67	-2
45	Cc1ccc(-n2ccnc2SCC(=O)O)cc1C	-4	-9	-9	-19	3
46	Cc1cc2ccccc2n1CCNC(=O)c1ccc(S(=O)(=O)N2CCOCC2)cc1	-1	-32	-6	-15	-2
47	COCCN(C(=S)Nc1cccc(OC)c1)C1CCN(C(C)=O)CC1	19	-1	-10	-2	-1
48	O=C(Nc1ccc(Br)cc1)C1CC=CCC1C(=O)OCC1CCCO1 (centres undefined)	-4	-34	8	-5	-2

nr	p97 inhibitor	EBV gp42 block	Furin inh	Runt-SMMHC FRET
37	3	-10	-14[20 µM]	33
38	7	-16	-22	0
39	10	-16	-15	8
40	5	11	-21	-1
41	-1	-8	-26[20 µM]	10
42	-2	-1	-15[20 µM]	54
43	5	-14	-29	1
44	2	-52	-13	-5
45	4	-3	-23	-2
46	6	-8	-21	-8
47	3	-16	-3	2
48	5	-5	-28[20 µM]	-2

# Going on with the list.
nr	canonical_smiles	Tb hexokinase	m-calpain inh	RBBP9 inh	NCF1 inh	Runt-CBFb FRET
49	O=C(NNC(=S)NCC1CCCO1)c1ccc(S(=O)(=O)N2CCOCC2)cc1 (centres undefined)	-25	-9	-5	8	2
50	CC1CCN(S(=O)(=O)c2ccc3c(c2)C(=NO)c2cc(S(=O)(=O)N4CCC(C)CC4)ccc2-3)CC1	-14	-50	2	-5	·
51	CCOc1ccc(S(=O)(=O)NCc2ccco2)cc1	-5	6	4	-8	1
52	CC(=O)Oc1cc2oc(=O)cc(C)c2cc1Cl	-26	-322	-7	-12	79*
53	O=C1c2ccccc2C(Nc2ccc(S(=O)(=O)N3CCCCC3)cc2)N1Cc1ccco1 (centres undefined)	-9	-59	-9	-21	2
54	CCCc1nc(SCC(=O)Nc2cc(Cl)ccc2OC)c2c(=O)n(C)c(=O)n(C)c2n1	-3	-2	-7	-9	0
55	COCC(=O)N(C)c1nnc(-c2cnccn2)s1	-23	-4	-5	-5	3
56	CCOc1ccc(C(=O)Nc2cccc(-c3nc4ccccc4[nH]3)c2C)cc1[N+](=O)[O-]	2	-18	3	-9	2
57	NC(=O)NOCc1ccc(F)cc1Cl	0	-2	-7	-5	1
58	CCN(CC)S(=O)(=O)c1cccc(-c2nnc(SCCOc3ccccc3C)o2)c1	2	34	-13	-6	-1

nr	p97 inhibitor	EBV gp42 block	Furin inh	Runt-SMMHC FRET
49	-2	3	-18	4
50	-1	-19	-17[20 µM]	-4
51	1	-9	-11[20 µM]	-1
52	7	-10	-200	113*
53	3	-9	-6	2
54	4	-10	-19	-3
55	-6	-5	-2	-4
56	10	-4	-20	2
57	3	-17	-30	0
58	-9	-1	-3	-2

# Hits appear at their usual frequency. About 2.7% of those tested had a hit in this group.
